# ATG4B inhibitor: inhibitors of human ATG4B cysteine protease | inhibition, % at 8.33 µM | AID 504462 | 0.51% of 340,000 active | Q9Y4P1 | ATG4B cleavage of LC3-PLA2, NBD-HPC fluorescence, 1 h; in the data active means inhibition above about 40%
# hIAP inh: blocks human intestinal alkaline phosphatase; AID 2544; 0.12% of 330,000 active; inhibition, % at 10 µM; purified IAP, CDP-Star luminescence, 30 min;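 active means inhibition reaching a set limit with compound at 10 µM in the primary screen, cut at about 35% in these data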;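 further: plate controls were DMSO wells with enzyme for no effect and no-enzyme buffer wells for full effect; values of inactives mirror those of a sister screen read the other way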
# Target sequence (P09923 whole entry, looked up): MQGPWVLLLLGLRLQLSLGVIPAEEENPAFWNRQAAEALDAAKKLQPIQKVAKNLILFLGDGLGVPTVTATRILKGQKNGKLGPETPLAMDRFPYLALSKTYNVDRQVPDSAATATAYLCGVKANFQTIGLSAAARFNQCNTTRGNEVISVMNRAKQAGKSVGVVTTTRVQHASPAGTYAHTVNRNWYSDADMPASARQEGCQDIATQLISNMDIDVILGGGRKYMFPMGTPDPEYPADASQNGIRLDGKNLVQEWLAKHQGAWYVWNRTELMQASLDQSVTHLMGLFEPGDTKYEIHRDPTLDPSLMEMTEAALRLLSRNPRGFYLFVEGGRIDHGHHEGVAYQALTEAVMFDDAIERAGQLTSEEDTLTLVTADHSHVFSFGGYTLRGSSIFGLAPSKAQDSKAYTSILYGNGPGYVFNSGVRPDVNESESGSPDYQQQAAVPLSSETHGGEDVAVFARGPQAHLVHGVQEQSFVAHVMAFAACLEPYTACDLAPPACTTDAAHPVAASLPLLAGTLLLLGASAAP
# mIAP activ: mouse IAP activation. muIAP, CDP-Star luminescence, 30 min; active compounds read high; 1 = vehicle-only enzyme signal, 0 = enzyme-free wells. activation factor at 10 µM. 0.24% of 330,000 active. AID 2805;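 active means activation factor of at least 2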; further: the source names both 10 and 20 µM as test concentration; values of inactives mirror those of a sister screen read the other way
#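 Assay system: mouse IAP enzyme; reagent: chemiluminescent substrate CDP-Star; dosing: test compounds delivered from DMSO solution; schedule: 30 min at room temperature; measured by: luminescence from enzymatic CDP-Star hydrolysis; controls: DMSO-only wells and no-enzyme negative control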
# hIAP act: human IAP activation; 0.16% of 330,000 active; AID 2524; purified human IAP, CDP-Star luminescence, 30 min; active compounds read high; 1 = vehicle-only enzyme, 0 = enzyme-free background; activation factor at 10 µM;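 active means activation factor of the enzyme at least 2-fold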; further: the source names both 10 and 20 µM as test concentration; values of inactives mirror those of a sister screen read the other way
# mIAP block: mouse IAP inhibition. purified mouse IAP, CDP-Star luminescence, 30 min. inhibition, % at 10 µM. 0.2% of 330,000 active. AID 2806;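 active means inhibition of at least 40% at 10 µM in the primary screen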;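 further: plate controls were DMSO with enzyme for no effect and no enzyme wells for full effect; values of inactives mirror those of a sister screen read the other way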
# A3A deaminase: blocks human APOBEC3A ssDNA deamination | recombinant A3A, FAM/TAMRA ssDNA deamination fluorescence | inhibition, % at 20 µM | 0.41% of 330,000 active | AID 493011;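 active means at least 40% inhibition at 20 µM here, with at most 30% in a related deaminase screen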;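 further: plate controls were A3A with DMSO for no effect and wells lacking A3A enzyme for full effect; some results filed as inactive read as strong as hits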
# Target sequence (P31941 whole entry, looked up): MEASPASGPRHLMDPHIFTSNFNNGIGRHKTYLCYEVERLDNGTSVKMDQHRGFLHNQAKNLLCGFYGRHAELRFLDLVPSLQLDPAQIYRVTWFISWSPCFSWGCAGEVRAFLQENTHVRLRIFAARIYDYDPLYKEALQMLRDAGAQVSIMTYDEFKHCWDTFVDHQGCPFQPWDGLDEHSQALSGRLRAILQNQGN
# MIN6 prolif: MIN6 beta-cell proliferation induction. 0.29% of 330,000 active. proliferation, % at 10 µM. AID 2380. MIN6 cells proliferation, ATPlite luminescence, 48 h; cells starved in 0.2% serum; 100% = growth in 10% serum;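 active means compounds whose signal lies at least 3.5 SD above the mean of all wells on their plate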;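 further: 0% = DMSO-treated cells in low-serum medium and 100% = 10% serum control; some compounds called inactive have numbers as strong as hits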
# MPTP block: permeability transition pore inhibition; isolated mouse mitochondria, Ca2+ swelling absorbance, 30 min; inhibition, % at 10 µM; 1.4% of 360,000 active; AID 602449;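 active means inhibition of 50% or more, scaled per plate between neutral and stimulator controls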;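 further: 0% = DMSO wells given calcium and 100% = 1 mM EGTA wells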
# APOBEC3G inh: blocks human APOBEC3G single-stranded DNA deamination; inhibition, % at 20 µM; recombinant A3G, ssDNA deamination FAM/TAMRA fluorescence; Q9HC16; 0.28% of 330,000 active; AID 493012;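 active means inhibition of at least 40% at 20 µM, with no more than 30% in the related APOBEC3A deaminase screen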;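 further: plate controls were DMSO wells with A3G for no effect and wells lacking A3G enzyme for full effect; some compounds called inactive have numbers as strong as hits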
# Numbers without * were called inactive; & = joins results of further samples.
SMILES,ATG4B inhibitor,hIAP inh,mIAP activ,hIAP act,mIAP block,A3A deaminase,MIN6 prolif,MPTP block,APOBEC3G inh
Cc1nc(N2CCC(C)CC2)c2c(C)c(C(=O)Nc3ccccc3C(F)(F)F)sc2n1,23,-12,0.98,1.1,2,-7,-6,4.6,-8
CC(NC(=O)c1ccc(C(=O)c2ccccc2)cc1)c1ccc(S(N)(=O)=O)cc1 (centres undefined),-7,6,0.96,0.94,4,0,-2,-1.2,-7
COc1ccc(CNC(=O)COC(=O)[C@H](Cc2ccccc2)NC(=O)c2cccs2)cc1,-11,-8,1,1.1,-3,5,-3,-2.1,0
Cc1sc(NC(=O)c2ccc(Cl)s2)c(C(N)=O)c1C,19,23,0.97,0.77,3,-1,0,-0.2,-6
CCC[C@@H]1CCCO[C@@](C(=O)NCCN2CCOCC2)(C(F)(F)F)C1,6,-1,1,1,-1,-2,1,-0.9,-14
COc1ccc(NC(=O)N2c3ccc(OC)cc3C(C)=CC2(C)C)cc1,-10,0,0.95,1,4,1,-1,-0.5,-1
CC1(C)CC(=O)C(N=Nc2ccc(Cl)cc2)=C(O)C1,-3,9,0.87,0.91,13,-1,-1,-2.0,-3
CCc1sc(N)nc1-c1ccccc1,9,-4,1.1,1,-11,-6,-3,-1.1,-9
Cc1ccc2oc(=O)c3cc(C(=O)NCCN4CCc5ccccc5C4)sc3c2c1,2,22,0.77,0.79,23,-2,-3,2.2,3
COc1cc(OC)c(C=O)c(OC(=O)N2CCOCC2)c1,-6,-6,1,1.1,-3,-9,-2,0.3,-6
O=C(Nc1nccs1)c1cccc(S(=O)(=O)N2CCOCC2)c1,-3,3,0.98,0.97,2,0,-1,-1.0,-2
C[C@H](CO)N1C[C@H](C)[C@@H](CN(C)C(=O)Nc2ccccc2)Oc2c(NC(=O)Nc3ccccc3)cccc2C1=O,-14,10,0.99,0.9,1,-6,-3,-2.0,-9
Nc1nc(COC(=O)CCC(=O)c2ccc(Cl)cc2)nc(Nc2ccccc2)n1,-5,9,0.99,0.91,1,0,0,0.2,-2
Cn1c(SCC(=O)NC(=O)CN2CCCC2=O)nnc1-c1ccc(F)cc1,-7,-14,1,1.1,-5,1,0,-1.4,-9
COc1ccc(CCNC(=O)c2ccccc2N(C)S(=O)(=O)c2ccccc2)cc1,5,12,1,0.88,0,1,0,-0.5,-2
CCOC(=O)[C@H]1[C@H]2COc3ccc(Br)cc3[C@@H]2N2C(=O)CN(Cc3ccccc3)C(=O)[C@@]12C,-13,11,0.91,0.89,9,-3,-2,-2.2,-8
Cc1ccc(OCC(=O)Nc2ccc(NC(=O)c3ccccc3)cc2)cc1C,-4,-10,0.98,1.1,2,-1,1,0.0,-7
Cc1ccc2c(c1)COc1c3ccc(C(=O)NCC4CC4)cc3nn1-2,-6,-16,1.1,1.2,-6,5,-2,0.3,21
CCNc1ccccc(C(=O)/C=C/c2ccc3c(c2)OCO3)c1=O,8,-1,0.89,1,11,11,-6,-1.0,7
COC(=O)c1ccc(C2OCC(C)(C)CO2)cc1,-7,-25,1.2,1.2,-20,-2,1,-1.0,-2
COc1ccc(CN2CCCC(CO)(Cc3cccc(Cl)c3)C2)cc1OC (centres undefined),11,4,0.99,0.96,1,-6,-2,1.3,-8
COc1ccc(NC(=O)C2CC(=O)NC3=C2C(=O)CC(C)(C)C3)cc1 (centres undefined),17,7,1,0.93,-3,4,-1,-1.3,-2
Cc1cc(Br)c(OCC(=O)NN)c2c1CCC2,15,-7,1.1,1.1,-5,-2,-1,1.5,-7
O=C(NCCCN1CCN(CCCNC(=O)c2ccccc2F)CC1)c1ccccc1F,-2,17,0.95,0.83,5,0,1,-1.4,-3
O=C(COc1ccccc1C(=O)NCC1CCCO1)Nc1ccc(Br)cc1 (centres undefined),-24,-12,1.3,1.1,-32,-3,-3,5.1,-5
# Next compounds:
SMILES,ATG4B inhibitor,hIAP inh,mIAP activ,hIAP act,mIAP block,A3A deaminase,MIN6 prolif,MPTP block,APOBEC3G inh
COc1ccc(NC2CCCN(C(=O)CCN3CCCC3=O)C2)cc1OC (centres undefined),7,0,0.88,1,12,-6,1,0.2,-7
COc1ccc(-c2nnn(CC(=O)N(CC(=O)NC3CCCC3)c3cccc(C)c3)n2)cc1OC,-11,6,1.1,0.94,-7,7,2,-0.2,2
Cc1ccccc1NC(=O)/C(C#N)=C/c1ccsc1,0,1,0.89,0.99,11,6,0,2.2,-4
Nc1c(C(=O)NCCc2ccccc2)nnn1Cc1ccc(Cl)cc1,-17,-8,1.1,1.1,-14,-5,-3,1.2,-4
O=C(O)[C@H]1CCCC[C@H]1C(=O)Nc1ccc(S(=O)(=O)N2CCCCC2)cc1,-2,-27,1,1.3,-2,0,-4,-1.0,-9
CCCCn1c(N)c(N(CCC(C)C)C(=O)COC(=O)c2cccnc2Cl)c(=O)[nH]c1=O,2,-29,1.1,1.3,-8,-4,-1,0.1,-5
Cc1ccccc1S(=O)(=O)Cc1ccc(C(=O)NCCCN(C)Cc2ccccc2)o1,1,-15,1,1.1,0,-1,1,-1.1,0
Cc1nc(SCC(=O)NC2CCCC2)c2c(C)c(C)sc2n1,-6,8,0.98,0.92,2,-4,3,2.9,-10
Cc1ccc(N(C)C(=O)c2cc(S(=O)(=O)N3CCc4ccccc43)cn2C)cc1,-9,-3,1.1,1,-7,-7,4,-0.5,-12
COc1ccc2nc(CCN(C)C(=O)C3CCC(=O)N(Cc4cccc(F)c4)C3)[nH]c2c1 (centres undefined),-3,-17,0.96,1.2,4,-4,1,1.0,-7
Cc1ccc(SCC(=O)OCC(=O)NC(C)c2ccc(Br)cc2)cc1 (centres undefined),12,29,1,0.71,-2,-2,-3,-1.5,1
COC(C(=O)NNC(=O)CCc1ccccc1)c1ccccc1 (centres undefined),9,-63,1,1.6,-2,0,-1,-2.9,-5
COc1ccc(C)cc1NC(=O)Nc1ccccc1SC,10,13,1.1,0.87,-10,2,-1,0.6,-9
CCN(CC)S(=O)(=O)c1ccc(NC(=O)c2c(-c3ccccc3)noc2C)cc1,-4,-15,1.1,1.1,-15,4,-8,0.7,3
COc1ccc(CCNC(=O)C2CC=CCC2C(=O)O)cc1 (centres undefined),1,0,0.97,1,3,3,1,-0.9,12
CCCOc1ccc(Cn2c(C)nc([N+](=O)[O-])c2SCC(O)COC)cc1[N+](=O)[O-] (centres undefined),0,2,0.94,0.97,6,3,-1,-0.9,2
COc1ccc(N2CCN(S(=O)(=O)c3c[nH]c(=O)[nH]c3=O)CC2)cc1,-10,-4,0.96,1,4,0,-4,1.0,-7
O=C(COC(=O)c1ccc(F)cc1)Nc1ccc(Cl)cn1,1,5,0.95,0.95,5,-2,0,0.2,-5
CCOc1ccc(-c2c(C(=O)N/N=C/c3sccc3C)nnn2-c2nonc2N)cc1,-5,-16,0.93,1.2,7,0,0,0.9,-2
CCCCCC(=O)N1CCN(CCN=CC2=C(O)CC(c3cccs3)CC2=O)CC1 (centres undefined),-1&4,2,0.97,0.98,3,1,-4,0.7&0.8,-3
O=C(O)c1cc(Cl)nc2ccccc12,-8,10,0.97,0.9,3,1,0,0.5,-7
CNCc1cc(Br)c(OCC(=O)Nc2ccccc2OC)c(OC)c1,-3,1,0.88,0.99,12,2,-2,1.9,-7
CCC(=O)Nc1ccc(C(=O)Nc2c[nH]c(=O)[nH]c2=O)cc1,-9,-10,1,1.1,-1,3,-2,-0.5,0
O=C(CCNC(=O)c1ccco1)Nc1ccccc1N1CCOCC1,-2,2,0.96,0.98,4,1,3,0.2,-4
CCOC(=O)[C@@H](C)NS(=O)(=O)N(Cc1ccccc1)[C@H](C(=O)OC)C(C)C,0,0,1.1,0.99,-8,-1,8,0.5,-9

# Reformatted with each value named: 4 of the compounds above
O=C(COC(=O)c1ccc(F)cc1)Nc1ccc(Cl)cn1
  ATG4B inhibitor: 1; hIAP inh: 5; mIAP activ: 0.95; hIAP act: 0.95; mIAP block: 5; A3A deaminase: -2; MIN6 prolif: 0; MPTP block: 0.2; APOBEC3G inh: -5

CCOc1ccc(-c2c(C(=O)N/N=C/c3sccc3C)nnn2-c2nonc2N)cc1
  ATG4B inhibitor: -5; hIAP inh: -16; mIAP activ: 0.93; hIAP act: 1.2; mIAP block: 7; A3A deaminase: 0; MIN6 prolif: 0; MPTP block: 0.9; APOBEC3G inh: -2

CCCCCC(=O)N1CCN(CCN=CC2=C(O)CC(c3cccs3)CC2=O)CC1 (centres undefined)
  ATG4B inhibitor: -1&4; hIAP inh: 2; mIAP activ: 0.97; hIAP act: 0.98; mIAP block: 3; A3A deaminase: 1; MIN6 prolif: -4; MPTP block: 0.7&0.8; APOBEC3G inh: -3

O=C(O)c1cc(Cl)nc2ccccc12
  ATG4B inhibitor: -8; hIAP inh: 10; mIAP activ: 0.97; hIAP act: 0.9; mIAP block: 3; A3A deaminase: 1; MIN6 prolif: 0; MPTP block: 0.5; APOBEC3G inh: -7

# Remaining list, next part:
SMILES,ATG4B inhibitor,hIAP inh,mIAP activ,hIAP act,mIAP block,A3A deaminase,MIN6 prolif,MPTP block,APOBEC3G inh
Cc1ccc(N2CCN(c3ccc([N+](=O)[O-])cn3)CC2)c(C)c1,1,6,0.93,0.94,7,-3,-4,-0.3,-6
Cc1ccc(C2CC(=O)NC(SCc3ccccc3)=C2C#N)o1 (centres undefined),-11,7,0.85,0.93,15,-2,-2,0.1,-6
COc1ccc(S(=O)(=O)N2CCC(C(=O)N3CCC(C(N)=O)CC3)CC2)cc1Cl,-1,-3,1,1,0,0,-5,-1.5,-5
CN1CCN(c2nc3c(c(=O)[nH]c(=O)n3C)n2Cc2cccc3ccccc23)CC1,-8,9,0.9,0.91,10,2,4,-2.8,0
CC(=O)Nc1ccc(N2Cc3ccccc3C2)cc1,-8,5,1,0.95,-1,-6,-2,1.5,-2
COc1ccc(CC(=O)OCC(=O)Nc2cccc(C(C)=O)c2)cc1OC,-16,8,1,0.92,-2,0,1,-0.6,-3
O=C(CCn1c(=S)[nH]c2ccccc2c1=O)NCCCN1CCCC1=O,-4,7,0.95,0.93,5,0,0,0.2,0
CCC1(CC)NC(=O)N(CC(=O)Nc2ccc(-n3cnnn3)cc2)C1=O,5,-6,1,1.1,-3,-2,2,-0.3,-1
CC(=O)c1ccc(NC2OC(CO)C(O)C(O)C2O)cc1 (centres undefined),-7,4,1,0.96,0,-4,1,-0.4,-5
COc1cccc(CNc2nn[nH]n2)c1OC,-1,-16,0.99,1.2,1,-1,-1,1.5,-8
COc1ccc(C(c2c(C)n(C)n(-c3ccccc3)c2=O)c2c(C)n(C)n(-c3ccccc3)c2=O)c(OC)c1OC,-4,-11,1.1,1.1,-5,-3,-3,1.0,1
CCCCNC(=O)CCCCCNS(=O)(=O)c1ccc(OC)cc1,3,-18,1,1.2,-4,4,-1,-1.5,-2
O=C(c1ccccc1O)N1N=C(C(F)(F)F)CC1(O)c1ccc([N+](=O)[O-])cc1 (centres undefined),0,-16,0.85,1.2,15,-4,-1,1.1,-8
CCCc1nnc(NC(=O)CCC(=O)NCc2ccc(Cl)cc2Cl)s1,5,-21,1,1.2,-4,-4,-2,-1.5,-7
Cc1cc(C)c(OCCOCCN(C)C)c(Br)c1,3,-7,0.96,1.1,3,-1,-2,-0.2,-4
COc1cc(NC(=O)CCc2ccccc2)nc(OC)n1,-4,19,0.98,0.81,2,0,-1,-0.3,-1
O=S(=O)(Cc1ccc(Cl)cc1)NCc1ccc2c(c1)OCO2,4,8,0.99,0.92,1,-4,1,-0.3,-9
COC(=O)c1sc(N2C(=O)C(O)=C(C(=O)c3ccc(C)o3)C2c2ccc(OC)c(OC)c2)nc1C (centres undefined),-4,-18,0.9,1.2,10,-3,-1,-0.6,-6
